Source: PubChem
M17LAP inhibition = P. falciparum M17LAP inhibitors, primary screen, biochemical, fluorogenic H-Leu-NHMec substrate, 1536-well (AID 1619); Leucine aminopeptidase (Plasmodium falciparum (isolate 3D7)); recombinant M17LAP, H-Leu-NHMec fluorogenic kinetic assay; higher % means a stronger effect; inhibition, % at 30 µM, or IC50 in µM where a hit was titrated; 220,000 tested, 0.38% active;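 active means compound inhibiting the enzyme by more than half at any dose during confirmatory dose-response retesting; inconclusive means strong single-dose inhibitors picked by rank but not retested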;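 further: plate controls were full reaction with DMSO carrier for no effect and no enzyme background for full effect; strong numbers were not always called active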
KOR beta-arrestin-1 = KOR agonists, beta-arrestin recruitment, primary screen, cell-based, luminescence, uHTS (AID 1777) | KOR beta-arrestin recruitment, luminescence; higher % means a stronger effect | Kappa-type opioid receptor (Homo sapiens) | 280,000 tested, 0.02% active | activation, % at 10 µM, or EC50 in µM where a hit was titrated; in the data active means activation above about 50%, passing the limit was not always enough; further: a part of the inactive calls stands beside numbers as strong as those of hits
M1AAP inhibition = P. falciparum M1AAP inhibitors, biochemical, fluorogenic H-Leu-NHMec substrate, 1536-well (AID 1445) | recombinant M1AAP, H-Leu-NHMec fluorogenic kinetic assay; higher % means a stronger effect | inhibition, % at 30 µM, or IC50 in µM where a hit was titrated | 220,000 tested, 0.42% active;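 active means primary inhibition above the hit cutoff, then over 50% inhibition at one or more dose response concentrations, cut at about 23% in these data, passing the limit was not always enough; inconclusive means conflicting primary data, or primary hits not chosen for dose response; inactive means low primary inhibition, or under 50% at every dose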;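 further: plate controls were DMSO full reaction for no effect and no enzyme background for full effect; strong numbers were not always called active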
NOD1 inhibition = NOD1 signaling inhibitors, primary screen, cell-based, luminescence, uHTS (AID 1578) | 290,000 tested, 1% active | inhibition, % at 4 µM; hits with a dose series show EC50 in µM | NOD1-driven NF-kB luciferase reporter cells, luminescence; higher % means a stronger effect; in the data active means inhibition mostly above about 36%, no sharp cut-off; inactive means mostly below about 34%;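 further: HEK-293T reporter cells stimulated with the NOD1 agonist gamma-tri-DAP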
GPR55 activation = GPR55 agonists via beta-arrestin recruitment, primary screen, imaging, U2OS cells, beta-arrestin-GFP redistribution (AID 1961); G-protein coupled receptor 55 (Homo sapiens); U2OS GPR55 beta-arrestin-GFP redistribution imaging; higher % means a stronger effect; one-dose activation, % at 10 µM; EC50 in µM for titrated hits; 290,000 tested, 0.048% active;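 active means activation above 40% with more than 50 cells counted in the well; inconclusive means wells holding fewer than 50 cells, flagged as toxic or sparse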;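 further: U2OS osteosarcoma cells stably expressing GPR55 and beta-arrestin-GFP; plate controls were DMSO negative control for no effect and LPI positive control for full effect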
Dynein transport = inhibitors of GR-EGFP nuclear translocation, primary screen, dynein cargo transport inhibitor project, imaging, high-content, 3617.4 mouse cells; test concentration mostly 20 µM; stimulated with dexamethasone, 1 µM; active compounds read low; z-score, hits read low; 220,000 tested, 0.47% active;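 active means plate z-score of nuclear minus cytoplasmic receptor signal below a set negative limit, without overly bright fluorescence or cell loss, cut at about -3.5 in these data, passing the limit was not always enough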;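 further: z-score of nuclear minus cytoplasmic ring GR-EGFP intensity difference per well; some compounds called inactive have numbers as strong as hits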
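Buffer or medium: tet-free, stripped-serum medium; reagent: dexamethasone at 1.0 µM final, 30 min; incubation: 48 h induction, 1 h compound, 30 min dex at 37 °C; measured by: formaldehyde fixation, Hoechst nuclear stain, 10x automated fluorescence imaging; read-out: nuclear-to-cytoplasmic GR-EGFP distribution per well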
KOR beta-arrestin-2 = KOR antagonists, beta-arrestin recruitment, cell-based, luminescence, uHTS (AID 1778); 290,000 tested, 0.091% active; inhibition, % at 10 µM, or IC50 in µM where a hit was titrated; KOR beta-arrestin recruitment, luminescence, antagonist mode; higher % means a stronger effect; Kappa-type opioid receptor (Homo sapiens); further: strong numbers were not always called active
AID2073 = inhibitors of Mint1-CaV2.2 protein interaction, biochemical, HTRF (AID 2073). HTRF protein-protein interaction, Mint1-CaV2.2; higher % means a stronger effect. inhibition, % at 20 µM, or IC50 in µM where a hit was titrated. Voltage-dependent N-type calcium channel subunit alpha-1B (Homo sapiens). 290,000 tested, 0.19% active; in the data active means inhibition mostly above about 51%, no sharp cut-off; inconclusive means no clear call, values can overlap the other calls; inactive means mostly below about 53%; further: some results filed as inactive read as strong as hits
HEK293 NOD2/NF-kB = NOD2 signaling inhibitors, cell-based, luminescence, uHTS, HEK293 (AID 1566); HEK293 NOD2/NF-kB luciferase reporter, luminescence; higher % means a stronger effect; 290,000 tested, 0.63% active; one-dose inhibition, % at 4 µM; EC50 in µM for titrated hits; further: many of its hits are not listed in these tables
Dynein transport cytoplasmic EGFP = recorded beside Dynein transport, whose call it bears; z-score; measured here: cytoplasmic GR-EGFP intensity; active compounds read high
Dynein transport nuclear GR-EGFP = also measured in Dynein transport; calls as there; z-score; measured here: nuclear GR-EGFP intensity;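 lower value marks the stronger effect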
Dynein transport cell count = further read-out of Dynein transport, marked with its call; z-score; measured here: cell count per field
* = called active by the depositor; u = inconclusive; x = not tested or not shown. Unless noted, no stated cut-off is given here; in the data, active means inhibition above about 50%; inactive means the rest.

SMILES	M17LAP inhibition	KOR beta-arrestin-1	M1AAP inhibition	NOD1 inhibition	GPR55 activation	Dynein transport	Dynein transport cytoplasmic EGFP	Dynein transport nuclear GR-EGFP	Dynein transport cell count	KOR beta-arrestin-2	AID2073	HEK293 NOD2/NF-kB
Cc1[nH]n(-c2ccc(Cl)cc2)c(=O)c1/C=N/c1nnc(-c2ccccc2)s1	2.0%	1.2%	5.3%	-28.8%	-0.6%	-0.781	-0.292	-0.673	1.01	8.0%	0.9%	-5.7%
CNC(=O)c1sc(Nc2ccc(OCc3ccccc3)cc2)nc1C	x	0.8%	x	36.9%	0.0%	x	x	x	x	-26.3%	14.3%	39.9%
Cc1ccc(S(=O)(=O)NC(=O)c2cc(C)n(-c3ccc(N(C)C)cc3)c2C)cc1	30.1%	-7.6%	5.3%	-27.5%	-0.2%	0.767	-0.228	0.157	-0.199	-5.8%	-21.6%	12.4%
Cc1cc(C)nc(Nc2ccccc2Cl)n1	x	-0.7%	x	-21.7%	-0.1%	x	x	x	x	1.5%	-2.8%	-0.9%
COc1ccc(C)cc1NC(=O)CCc1c(C)nn(-c2ccc(N3CCCCC3)nn2)c1C	x	-1.4%	x	0.0%	-0.2%	x	x	x	x	-5.6%	11.9%	-16.0%
CC(C)n1c(NCCc2ccccc2)nc2c1c(=O)n(C)c(=O)n2C	2.2%	1.2%	0.2%	36.8%	1.5%	-0.985	-0.285	-0.516	0.245	-8.5%	14.7%	35.9%
COc1ccccc1NC(=O)c1cnc2n(c1=O)CCS2	9.6%	1.2%	3.7%	-10.1%	0.0%	-0.081	-0.262	0.274	0.3	-57.9%	1.9%	-41.6%
CC(C)c1ccc(OCC(O)Cn2cnc3ccccc32)cc1 (centres undefined)	34.8%	2.2%	13.0%	0.0%	-0.2%	-1.06	-0.215	-0.592	0.681	-5.2%	9.1%	4.8%
COc1c(Cl)cc(C(=O)Nc2ccccc2C(=O)O)cc1Cl	23.6%	13.2%	1.9%	-39.8%	0.3%	-0.578	-0.117	-0.327	0.327	-43.1%	12.4%	-46.7%
CC(C)COc1cccc(C(=O)NNC(=O)C2COc3ccccc3O2)c1 (centres undefined)	x	3.9%	x	-21.0%	0.0%	x	x	x	x	5.1%	5.2%	10.9%
CCOc1ccc(-n2c(SCC(=O)OC)nc3sc4c(c3c2=O)CCN(C)C4)cc1	x	-2.7%	x	-7.4%	-0.1%	x	x	x	x	-0.5%	3.9%	12.1%
O=C(Nc1cccc(C(=O)O)c1)/C(=C\c1ccccc1)NC(=O)c1ccccc1Cl	29.1%	0.1%	6.0%	-24.9%	0.3%	-0.879	-0.0334	-0.429	0.595	-2.6%	0.7%	-4.5%
O=C(N/N=C/c1cccc2ccccc12)c1cc(C2CC2)[nH]n1	x	0.1%	x	10.7%	0.3%	x	x	x	x	-64.5%	-1.5%	10.5%
Cc1cccc(NC(=O)CSc2nc3ccccc3c(=O)n2C)c1	x	-0.5%	x	18.4%	-0.2%	x	x	x	x	-16.4%	7.7%	24.1%
Cc1ccc(C)c(N2CCN(C(=O)c3ccc(CS(=O)Cc4cccc(Cl)c4)o3)CC2)c1 (centres undefined)	x	1.9%	x	-1.6%	0.1%	x	x	x	x	-21.8%	-0.9%	19.0%
Cc1cccc(C)c1OCC(=O)N=Nc1c(O)[nH]c2ccc(Br)cc12	-6.7%	x	5.2%	-39.1%	-0.1%	0.189	-0.32	-0.0712	0.541	-0.6%	-2.8%	22.9%
COc1cc(NC(=O)c2cc(C(C)C)on2)c(OC)cc1Cl	-2.0%	1.7%	-1.0%	-28.1%	0.0%	0.542	-0.207	0.363	-0.664	23.0%	-0.7%	-4.8%
Cc1ccc(-c2cnc(-c3ccncc3)o2)cc1	-74.0%	-1.1%	u	-77.1%	0.0%	0.407	0.113	0.683	-1.74	3.6%	u	-47.4%
COC(OC)c1ccnc(-c2ccc(OC(=O)c3ccc(F)cc3)cc2)n1	-16.5%	-1.7%	0.1%	-26.2%	0.3%	-0.25	-0.132	-0.19	-1.6	-16.1%	-6.2%	17.5%
Cc1nc(NC(=O)c2ccccc2)sc1-c1csc(Nc2ccc(F)cc2)n1	9.1%	0.9%	12.7%	35.4%	0.0%	-1.22	-0.196	-1.03	0.689	-10.5%	21.4%	-14.9%
O=C(N/C(=C/c1cccc([N+](=O)[O-])c1)C(=O)N1CCCCC1)c1cccs1	0.2%	8.1%	14.1%	-22.7%	0.2%	-0.00952	-0.26	0.0812	1.15	22.3%	-2.1%	-6.0%
CCOc1ccc(/C=N/NC(=S)NC2CC3CCC2C3)cc1 (centres undefined)	0.4%	-0.6%	6.5%	15.6%	-0.4%	-1	-0.286	-0.684	0.425	-7.7%	-12.8%	-16.5%
COc1ccc(CNC(=O)c2cccnc2)cc1	x	-1.4%	x	-19.4%	-0.2%	x	x	x	x	-22.0%	9.5%	0.7%
CC(=O)Nc1c2c(nn1-c1ccccc1)CS(=O)C2 (centres undefined)	x	4.9%	x	-14.9%	0.1%	x	x	x	x	-15.5%	u	18.8%
CC(C)=CCC(C)(C)/C=N/NC(N)=O	3.4%	0.1%	9.6%	-4.3%	0.0%	-1.26	-0.241	-0.267	0.282	21.7%	6.4%	13.1%
SMILES	M17LAP inhibition	KOR beta-arrestin-1	M1AAP inhibition	NOD1 inhibition	GPR55 activation	Dynein transport	Dynein transport cytoplasmic EGFP	Dynein transport nuclear GR-EGFP	Dynein transport cell count	KOR beta-arrestin-2	AID2073	HEK293 NOD2/NF-kB
COC(=O)c1[nH]c2ccc(C)cc2c1NC(=O)Nc1ccc(OC)cc1	7.1%	4.0%	-3.5%	8.5%	-0.3%	0.15	-0.246	-0.08	0.214	-29.8%	13.3%	-54.0%
CCCCn1c(=O)[nH]c(=O)c2c1nc(-c1cc(Cl)c(OC)c(OC)c1)n2C	x	-0.8%	x	-14.9%	-0.1%	x	x	x	x	-37.0%	2.0%	-10.0%
C=CCc1c(O)nc(SCC(=O)c2ccccc2)[nH]c1=O	29.3%	2.7%	7.2%	-8.4%	-0.1%	-0.0539	-0.244	-0.18	0.557	-17.4%	-4.5%	-19.0%
COc1ccc(CCNC(=O)c2c(O)c3c([nH]c2=O)CCCC3)cc1	0.5%	51.3%	0.8%	-123.9%	-0.2%	-0.414	0.129	0.0756	0.356	3.1%	32.6%	19.5%
CC(=O)c1cccc(S(=O)(=O)NCCC(=O)Nc2ccc(S(N)(=O)=O)cc2)c1	x	-0.1%	x	-12.1%	-0.1%	x	x	x	x	-3.7%	6.6%	-4.9%
Cc1cccc(NC(=O)c2ccccc2[N+](=O)[O-])n1	-1.5%	2.9%	-2.9%	-20.0%	0.0%	1.35	0.138	1.55	-0.474	-44.7%	-12.4%	-4.5%
Cc1cccc(NC(=S)NNc2cccc(Cl)c2)c1	x	1.8%	x	-18.8%	x	x	x	x	x	3.3%	-16.6%	-21.0%
O=C(NCCN1CCOCC1)C(=O)NCC1OCCN1S(=O)(=O)c1ccc(Br)cc1 (centres undefined)	x	1.1%	x	-32.4%	0.0%	x	x	x	x	-6.2%	6.4%	14.3%
CC(=O)c1ccc(NC(=O)c2ccc(NC(=O)c3ccco3)cc2)cc1	x	0.1%	x	-60.0%	-0.2%	x	x	x	x	-91.8%	-0.4%	4.7%
Nc1nnc(CC(=O)N/N=C/c2cccc([N+](=O)[O-])c2)s1	0.1%	0.1%	-3.5%	51.4%	-0.1%	-0.741	0.0915	0.341	0.264	-16.1%	36.7%	12.2%
CCOc1cc(C(=O)Nc2ccon2)cc(OCC)c1OCC	-17.6%	-0.5%	0.5%	-18.7%	-0.1%	-0.693	-0.259	-0.57	0.991	12.3%	0.3%	-1.3%
CN1/C(=C\C(=O)C(F)F)C(C)(C)c2ccccc21	4.8%	-5.5%	12.6%	3.3%	-0.2%	-0.148	0.17	0.182	0.281	7.1%	5.8%	-3.6%
CCO/C=C1\N=C(c2ccc(F)cc2)OC1=O	10.2%	-3.4%	9.3%	-3.3%	0.6%	0.0203	-0.244	-0.134	0.0271	4.5%	5.3%	-7.5%
COc1cccc(/C=N/NC(=O)c2ccncc2)c1OC(=O)c1ccc(Br)cc1	x	0.4%	x	-3.9%	0.3%	x	x	x	x	5.0%	-2.2%	3.7%
Clc1ccc(-n2nnnc2CN2CCOCC2)cc1	8.9%	-2.1%	0.0%	6.9%	-0.3%	-0.79	-0.212	-0.515	0.0766	0.5%	22.5%	27.9%
Cc1ccc(SC(C)C(=O)Nc2cccc(N(C)S(C)(=O)=O)c2)cc1 (centres undefined)	36.5%	-3.2%	-2.5%	-23.4%	-0.1%	-0.93	0.31	-0.137	-0.523	-1.9%	-6.2%	1.0%
CCC(=O)Nc1nc2ccc(NC(=O)COc3ccccc3)cc2s1	x	-0.6%	x	-22.8%	-0.2%	x	x	x	x	-2.4%	14.7%	8.7%
O=[N+]([O-])c1cccc(C(=Nc2cccc(Cl)c2)NO)c1	-0.9%	2.6%	2.2%	-16.5%	-0.2%	2.24	-0.178	0.432	-1.43	-21.3%	-1.4%	-3.7%
CCOC(=O)c1c(S(=O)(=O)N2CCCCC2C)c(C)n(C)c1C (centres undefined)	x	-0.5%	x	-9.3%	-0.1%	x	x	x	x	8.7%	9.2%	-9.3%
CC(=O)Nc1cc(C(=O)NCc2ccco2)ccc1Sc1ccc(Cl)cc1	-14.4%	4.0%	3.7%	4.7%	0.1%	1.7	-0.249	0.51	-1.3	11.3%	9.4%	11.0%
CC1Cc2ccccc2N1C(=O)CSc1nnc2n1C(C)(C)Cc1ccccc1-2 (centres undefined)	0.6%	-3.1%	-1.0%	13.5%	-0.4%	1.59	-0.244	1.14	0.247	27.7%	-3.6%	13.8%

The list is partial (hit frequency here may not be typical).
